# Assay outcomes (PubChem BioAssay)
# CCT chaperon mod: High-Throughput Screening for Modulators of Cytosolic Chaperonin Activity | purified chaperonin ATPase assay, HTRF ADP detection, 30 min | activity change, % (test concentration not listed), hits read low | 0.3% of 360,000 active | AID 651819, 2012; in the data active = activity change below about -30%; also: % is scaled to controls: 0 for no effect and ±100 for the full control effect
#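 Enzyme 40 or 20 nM (batch-dependent) in Tris pH 7.4/KCl/MgCl2/DTT; cpd 76 uM single point; ATP 10 uM; 30 min 37 °C; Transcreener ADP HTRF detection, 30 min RT; ratio 665/615.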
# EPAC2 agonist: qHTS for Agonist of cAMP-regulated guanine nucleotide exchange factor 4 (EPAC2): primary screen; EPAC2 activation, biochemical qHTS; response scale: 100% = 6.5 mM cAMP response; 0.079% of 360,000 active; Rap guanine nucleotide exchange factor 4 (Homo sapiens), Q8WZA2; Potency, µM (doses to about 154 µM), for the others: at the highest dose activation, usual class: activators; also: potency is read from the fitted curve at half-maximal effect; nearly all actives have a fitted effect of over 50% in size
#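 Compounds were added across a concentration range to EPAC2 (100 nM), RAP1B-BODIPY-GDP (250 nM) and GDP (50 uM). After 5 min at room temperature, fluorescence was recorded at 5-min intervals for 30 min.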
# D3 ag: qHTS of D3 Dopamine Receptor Agonist: qHTS; max activation, %; 0.58% of 410,000 active; D(3) dopamine receptor (Homo sapiens), P35462; D3R DiscoveRx beta-arrestin cells, luminescence, 90 min; AID 652048, 2013; in the data active = max activation above about 30%; also: 0% is about no effect; mostly tested at two doses, the higher about 12 µM
# Target sequence (P35462 whole entry, looked up): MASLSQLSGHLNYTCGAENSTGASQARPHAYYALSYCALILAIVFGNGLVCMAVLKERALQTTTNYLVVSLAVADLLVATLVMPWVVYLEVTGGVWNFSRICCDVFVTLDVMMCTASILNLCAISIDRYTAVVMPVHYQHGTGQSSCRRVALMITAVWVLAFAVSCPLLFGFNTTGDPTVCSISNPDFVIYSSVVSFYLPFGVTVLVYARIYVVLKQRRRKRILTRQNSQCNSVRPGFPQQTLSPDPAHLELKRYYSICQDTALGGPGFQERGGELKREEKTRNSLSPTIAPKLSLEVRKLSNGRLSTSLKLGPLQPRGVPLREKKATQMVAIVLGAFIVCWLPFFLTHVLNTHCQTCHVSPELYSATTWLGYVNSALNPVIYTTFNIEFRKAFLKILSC
#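 Agonist-mode cell screen: cells plated at 1500/well and incubated overnight at 37 °C, then exposed to library compounds for 90 min at 37 °C. Detection reagent was added for 30–60 min at room temperature, and luminescence was read.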
# D3 antag: qHTS of D3 Dopamine Receptor Antagonist: qHTS; 2.5% of 360,000 active; D(3) dopamine receptor (Homo sapiens), P35462; max response, negative = inhibition, %; AID 652054, 2013; D3R cells, DiscoveRx beta-arrestin luminescence, antagonist mode; hits give low values; in the data active = max response below about -50%; inconclusive = no clear call, values can overlap the other calls; also: % is scaled to controls: 0 for no effect and ±100 for the full control effect; mostly tested at two doses, the higher about 12 µM
#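 Cells plated overnight at 1500 cells/well, then exposed to library compounds with dopamine controls for 90 minutes at 37 degrees C. DiscoveRx reagent added for 30–60 minutes at room temperature; luminescence read, quantitative HTS format.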
# PTHR1 ag: qHTS for PTHR1 Agonists: Primary Screen; HEK293 GP2 PTHR1 cells, GloSensor cAMP luminescence, 1 h; Potency, µM (doses to about 115 µM), inactives show top-dose activation, hits mostly activators; 0.075% of 410,000 active; also: potency is read from the fitted curve at half-maximal effect; nearly all actives have a fitted effect of over 55% in size; some results filed as inactive show a strong effect at the top dose; inactives centre near -15; many of its hits are not listed in these tables
# Target sequence (Q03431 whole entry, looked up): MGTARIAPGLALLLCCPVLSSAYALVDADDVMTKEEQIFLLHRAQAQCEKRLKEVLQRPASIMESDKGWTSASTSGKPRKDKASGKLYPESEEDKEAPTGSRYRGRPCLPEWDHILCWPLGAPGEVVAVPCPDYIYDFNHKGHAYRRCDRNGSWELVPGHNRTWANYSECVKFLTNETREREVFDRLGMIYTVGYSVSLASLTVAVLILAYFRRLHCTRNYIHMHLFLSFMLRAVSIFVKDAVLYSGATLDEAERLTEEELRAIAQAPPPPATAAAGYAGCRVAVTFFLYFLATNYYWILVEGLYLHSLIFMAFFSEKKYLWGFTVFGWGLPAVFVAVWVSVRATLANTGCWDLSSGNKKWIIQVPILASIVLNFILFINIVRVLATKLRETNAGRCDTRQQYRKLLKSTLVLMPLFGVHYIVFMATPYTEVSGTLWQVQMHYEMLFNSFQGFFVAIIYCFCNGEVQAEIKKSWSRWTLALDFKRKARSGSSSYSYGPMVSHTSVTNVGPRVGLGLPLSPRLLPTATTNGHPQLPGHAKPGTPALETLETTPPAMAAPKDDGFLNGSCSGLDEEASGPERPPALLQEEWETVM
#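 HEK-293-derived GP2 cells expressing PTHR1 and a GloSensor cAMP reporter, 3,000/well, plated overnight, given luciferin plus IBMX (each 0.5 mM as added) for 1 h at 37 °C, then compound for 1 h at 37 °C. Luminescence was read after 15 min at room temperature.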
# EPAC2 antag: qHTS for Antagonist of cAMP-regulated guanine nucleotide exchange factor 2 (EPAC2): primary screen | EPAC2 GEF exchange of Rap1B-BODIPY-GDP, fluorescence | Potency, µM (highest dose often 114 µM), for inactives: at the top dose activity, negative = inhibition, hits mostly inhibitors | 0.18% of 360,000 active; also: potency is read from the fitted curve at half-maximal effect; % is scaled to controls: 0 for no effect and ±100 for the full control effect; nearly all actives have a fitted effect of over 45% in size; many of its hits are not listed in these tables
# pAkt inh: HTS Assay for Inhibitors of Akt Phophorylation: Primary Screen. activity change, % for hits at 50 µM. AID 651550, 2012. 0.32% of 360,000 active. Neuro2A IGF-stimulated pAkt S473 HTRF, 20 min; hits give low values; in the data active = activity change below about -80%; inconclusive = mostly about -51% to -80%; also: % is scaled to controls: 0 for no effect and ±100 for the full control effect
#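 Neuro2A cells in DMEM with 0.5% FBS, overnight at 37 deg C, given compound at single 50 µM final, then IGF (6 nM final) for 20 min at 37 deg C. Lysed; phospho-Akt Ser473 by HTRF after 24 h, 665/615 ratio.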
# MmCpn inh: Inhibitors of TCP-1 ring complex (TRiC) of Methanococcus maripaludis (MmCpn): qHTS | Chaperonin Mm-Cpn (Methanococcus maripaludis) | purified Mm-Cpn ATPase, ADP Transcreener TR-FRET | Potency, µM (series often up to 76.9 µM), without a hit: at the highest dose activity, negative = inhibition, most hits filed as inhibitors | 0.031% of 330,000 active; also: potency is read from the fitted curve at half-maximal effect; % is scaled to controls: 0 for no effect and ±100 for the full control effect; nearly all actives have a fitted effect of over 80% in size
#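 Eu-cryptate anti-ADP/ADP-d2 competition gives a ratio inversely related to ADP. Enzyme at 25 nM was pre-exposed to compound for 10 min, then given 10 uM ATP for 30 min, 37°C throughout.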
# * = called active by the depositor; i = inactive; ? = inconclusive; . = no result given; [ ] = another dose, or the depositor's remark. Unless noted, calls follow the shape of the dose curve; as a rule, active = well fitted curve in the direction sought with a large enough effect; inconclusive = small, poorly fitted or top-dose-only effect, or another doubt; inactive = no such curve, though single readings can be large; an effect the other way counts as inactive or inconclusive.
SMILES,CCT chaperon mod,EPAC2 agonist,D3 ag,D3 antag,PTHR1 ag,EPAC2 antag,pAkt inh,MmCpn inh
O=C(c1cc2sccc2n1Cc1ccc(F)cc1)N1CCCc2ccccc21,2.9,2%,-5,?,-5%,10%,i,-7%
CN1CCN(S(=O)(=O)c2ccc(NC(=O)c3cccc(F)c3)cc2)CC1,2.3,9%,-5,-8,?,18%,i,0%
C=CCN1C(=O)c2ccc(C(=O)OCC(=O)Nc3ccccc3OC)cc2C1=O,0.8,7%,-10,2,i,-19%,i,0%
CC(=O)c1ccc(OCCCC(=O)Nc2cc(S(=O)(=O)N3CCCCC3)ccc2C)cc1,0.4,4%,-3,12,-15%,1%,i,-6%
CC(C)(C)OC(=O)NCCCC[C@H](NC(=O)c1[nH]cnc1C(=O)Nc1ccc(Cl)cc1)C(=O)OC(C)(C)C,0.1,-18%,-1,20,-41%[inhibitor],-4%,i,1%
CCN(CC)c1ccc(NC(=O)c2cc(OC)cc(OC)c2)c(C)c1,0.9,3%,-5,-3,i,-6%,i,-5%
Cc1ccc(CN(C(=O)c2sc3ccccc3c2Cl)C2CCS(=O)(=O)C2)cc1 (stereo not drawn),-0.6,5%,-2,16,i,-3%,i,-3%
O=C(Cn1c(NCCO)nc2ccccc21)c1ccccc1,-1.1,-5%,-8,-11,i,2%[57.1 µM],i,0%
O=C(N/N=C/c1ccccc1)c1n[nH]c2c1CCCC2,-1.3,5%,2,-24,-34%[inhibitor],-5%,i,0%
COc1ccccc1C(c1nnnn1CCc1ccccc1)N1CCN(c2ccccc2)CC1 (stereo not drawn),0.1,-6%,3,9,i,9%,i,0%
Cc1nn(-c2ccccc2)c2c1cc1c(=O)n(C)c(=O)nc-1n2-c1ccccc1F,0.2,3%,10,9,-12%,0%,i,-2%
Cc1ccc(C(=O)Oc2ccc3ccc(=O)oc3c2)cc1,0.7,-5%,10,15,i,-5%,i,1%
CCOC(=O)c1sc(Nc2ccc(F)cc2)nc1C,-0.2,-3%,12,21,-1%,-1%,i,-2%
Cc1ccc(S(=O)(=O)N2C[C@H]3C(=O)C[C@@H](c4ccccc4)N(S(C)(=O)=O)[C@H]3C[C@H]2c2ccccc2)cc1,-0.4,0%,-6,-26,-5%,16%,i,.
CC1(C)CSC(C)(C)C(=O)N1,-4.2,0%,2,-11,9%,-6%,i,.
O=C(O)c1cccc(NC(=O)c2ccc(CN3C(=O)c4ccccc4C3=O)cc2)c1,-0.3,13%,-8,-7,11%,5%,i,-1%
O=C(Nc1ccc(F)cc1F)c1ccco1,-3.0,9%,-3,-11,-19%,-2%,i,.
Cc1cc(C(F)F)nn1CC(=O)NCc1ccco1,-2.3,-1%,4,-8,-21%,3%,i,1%
CN(C)S(=O)(=O)c1ccc(Cl)c(C(=O)OCC(=O)NNC(=O)c2cccs2)c1,0.3,10%,3,-9,i,10%,i,-1%
CCC(C(=O)Nc1cc(C(=O)O)ccc1C)c1ccccc1 (stereo not drawn),-0.9,4%,5,12,i,1%,i,-1%
CCc1ccccc1NC1=NCC(=O)N1Cc1ccccc1,-2.9,3%,3,-5,-15%[57.5 µM],1%,i,-1%
Cc1cc(Cl)ccc1OC(C)C(=O)NCCCn1ccnc1 (stereo not drawn),1.9,-1%,3,8,-7%,-4%,i,3%
Nc1nc2ccccc2n1S(=O)(=O)c1ccc(Cl)cc1,0.1,7%,-9,-6,-43%[inhibitor],-14%,i,.
CC1CC(=O)N(c2ccc(Br)cc2)C(=O)C1,-0.8,3%,5,2,-43%,12%,i,-1%
COc1cccc(-c2cc3nc4c(c(N5CCC6(CC5)OCCO6)n3n2)CCC4)c1,1.6,11%,-16,7,-12%,-5%,i,1%
CCOc1ccc(C(=O)NCC(=O)OCC(=O)Nc2ccc(C)c(S(=O)(=O)N(C)C)c2)cc1,-0.2,11%,-7,5,24%,5%,i,-1%
COc1cccc(N2CCN(C(=O)c3ccc(CS(=O)Cc4ccc(C)cc4)o3)CC2)c1 (stereo not drawn),1.5,12%,3,11,-69%[inhibitor],5%,i,2%
Cc1ccc(-c2nn(Cc3ccccc3)cc2C(=O)NCC2CCCO2)cc1 (stereo not drawn),0.3,-16%,3,0,i,7%,i,-2%
Cc1ccc(OCc2cc(C(=O)N3CCc4[nH]cnc4C3c3ccccn3)no2)cc1C (stereo not drawn),2.2,-1%,-7,-2,-2%,-10%,i,1%
CCNc1nc(NCC)nc(OCCOC(=O)Nc2ccccc2)n1,1.2,-3%,-9,23,i,3%,i,-3%
O=C(OCc1ccc(COC(=O)c2cccnc2Cl)cc1)c1cccnc1Cl,-1.5,15%,3,0,-35%[inhibitor],-6%,i,0%
Cc1ccsc1/C=N/NC(=O)c1ccc2ccccc2c1,-4.3,-2%,-21,?,i,1%,i,-5%
O=C(NC1CCCCC1)c1cc2ccccc2cc1O,0.1,11%,2,-1,-39%[inhibitor],-10%,i,-3%
CCOc1ccc(C(=O)NC2CC3CCCC(C2)N3CC(C)C)cc1 (stereo not drawn),-0.3,2%,-1,-11,-17%,7%,i,0%
O=S(=O)(NC(CO)Cc1ccccc1)c1ccc(Br)cc1F (stereo not drawn),0.9,2%,-6,24,i,-14%,i,.
CCN(CC)S(=O)(=O)c1ccc(/C=C/C(=O)Nc2ccc(F)cc2F)cc1,-0.5,11%,-2,1,-50%,-12%,i,-2%
Cc1cc(C=C(C#N)C#N)c(C)n1-c1ccccc1,-1.5,-10%,0,12,-17%[57.5 µM],7%,i,-8%
CC(=O)N1c2ccc(S(=O)(=O)N(C)CC(=O)NC3CCCC3)cc2CC1C (stereo not drawn),0.1,4%,-2,2,i,12%,i,2%
CC1CC1C(=O)Nc1nc(-c2ccccn2)cs1 (stereo not drawn),0.6,-1%,2,18,-1%,-1%,i,0%
O=C(NC(=S)Nc1nc(-c2ccccc2)cs1)c1ccco1,1.4,9%,2,-1,-33%[inhibitor],2%,i,-9%
COc1cccc(C(=O)N=c2sc3cc(S(C)(=O)=O)ccc3n2C)c1,-3.7,-1%,-1,-5,25%,0%,i,-3%
COc1ccc(CNC(=O)[C@@H](Cc2ccccc2)NC(=O)CC[C@H]2O[C@@H](n3ccc(=O)[nH]c3=O)[C@H](O)[C@@H]2O)cc1,-1.3,9%,-8,-22,-11%,17%,i,.
Cc1ccc(S(=O)(=O)N(C)C[C@@H]2Oc3c(NS(C)(=O)=O)cccc3C(=O)N([C@H](C)CO)C[C@@H]2C)cc1,-1.0,-11%,13,34,-17%,-12%,i,0%
COc1cc2c(cc1OC)C(C)N(CCc1ccc(Cl)cc1)CC2 (stereo not drawn),-2.1,6%,-7,-9,-21%,2%,i,.
O=C(CNC(=O)c1cccs1)NCC(=O)OCC(=O)c1ccc([N+](=O)[O-])cc1,-0.7,-5%,6,-27,i,4%,i,1%
CCOc1c(/C=C(\C#N)C(N)=O)c2ccccc2n1CC,-1.3,-11%,4,3,-13%,2%,i,0%
Cn1c(SCc2ccccc2)nnc1-c1ccc2nonc2c1,-1.4,2%,2,-13,i,4%,i,1%
CCOc1cc(OCC)cc(C(=O)N2CCC[C@H]2C(=O)N2CCC[C@H]2C(=O)N[C@H](C)c2ccccc2)c1,-0.5,6%,2,14,i,7%,i,.
CCOCCCNCC(=O)Nc1cc(S(=O)(=O)N2CCOCC2)ccc1N1CCOCC1,-2.9,4%,-6,6,-2%,0%,i,3%
O=C(NCc1ccccc1)c1cccc(COc2cc(Cl)ccc2Cl)c1,-3.6,15%,-5,-72*,-58%[inhibitor],-4%,i,2%
Cc1nnc(SCC(=O)NC2CC2)n1-c1ccccc1,-3.9,9%,-3,-1,-16%,5%,i,-1%
CC(=O)Nc1ccc(SCC(=O)NCCc2ccc(F)cc2)cc1,-1.9,9%,-2,-24,?,-2%,i,3%
C(=C\c1ccccc1)/CSc1nnc(-c2cnccn2)n1Cc1ccco1,0.1,17%,-6,0,-37%[inhibitor][57.5 µM],3%,i,-3%
CCCOC(=O)c1ccc(Oc2c(-c3ccc(OCC)cc3O)n[nH]c2C)cc1,0.9,-12%,24,2,-12%[57.5 µM],-21%,i,-3%
CCC(C)OC(=O)C[N+](C)(C)CCOC1CC2CCC1(C)C2(C)C (stereo not drawn),-3.2,-2%,11,17,-13%,16%,i,-5%
Cc1cccc(C)c1NC(=O)Cn1c(CN2CCCCC2)nc2ccccc2c1=O,-2.1,-69%[inhibitor][15.6 µM],2,0,i,0%,.,3%
CC1CCc2c(sc(NC(=O)COC(=O)C3CCCO3)c2C#N)C1 (stereo not drawn),-2.3,-4%,-9,-1,-3%,4%,i,-1%
COc1ccc(NC(=O)CSc2nc3ccccc3n2-c2ccccc2)c([N+](=O)[O-])c1,-2.1,10%,7,9,-5%,1%,i,2%
O=C(Nc1cccnc1)c1cccc(S(=O)(=O)N2CCCCC2)c1,1.4,3%,1,2,0%,-4%,i,-1%
CN(C)/C=C/C(=O)Oc1ccc(Cl)cc1Cl,0.1,-13%,-1,8,-7%,-27%,i,2%

# Limited to EPAC2 antag, CCT chaperon mod and EPAC2 agonist, for 2 of the compounds above:
SMILES	EPAC2 antag	CCT chaperon mod	EPAC2 agonist
O=C(NCc1ccccc1)c1cccc(COc2cc(Cl)ccc2Cl)c1	-4%	-3.6	15%
CC(=O)Nc1ccc(SCC(=O)NCCc2ccc(F)cc2)cc1	-2%	-1.9	9%

# A different layout for some results above.
Cc1nnc(SCC(=O)NC2CC2)n1-c1ccccc1
  CCT chaperon mod = -3.9	EPAC2 agonist = 9%	D3 ag = -3	D3 antag = -1	PTHR1 ag = -16%	EPAC2 antag = 5%	pAkt inh = i	MmCpn inh = -1%

Cn1c(SCc2ccccc2)nnc1-c1ccc2nonc2c1
  CCT chaperon mod = -1.4	EPAC2 agonist = 2%	D3 ag = 2	D3 antag = -13	PTHR1 ag = i	EPAC2 antag = 4%	pAkt inh = i	MmCpn inh = 1%

# A portion of the library; count on the stated rates, not on these rows.
